Screening results as filed in PubChem BioAssay.
PglD inh = inhibitors of Campylobacter jejuni PglD acetyltransferase. purified PglD enzyme, DTNB colorimetric CoA detection. inhibition, % at 12.5 µM. actives 0.098% (n = 360,000). AID 602405; in the data active = inhibition above about 16%, passing the limit was not always enough; inconclusive = no clear call, values can overlap the other calls; also: strong numbers were not always called active
miR122 inh = miR-122 inhibition in Huh7 cells; Huh7 miR-122 Renilla luciferase sensor, 48 h; neutral wells = 0, positive control = 100; activation (reporter increase), % at 12.5 µM; actives 0.3% (n = 340,000);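 active = mean replicate activation score at least 90 and every replicate individually at or above 90; inconclusive = only one of the two criteria met; inactive = neither criterion met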;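 also: higher luciferase means less miR-122 activity so hits act as miR-122 inhibitors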
RAD54 branch = RAD54 (human) branch migration inhibition; actives 0.14% (n = 360,000); AID 602329; Q92698; RAD54 Holliday junction branch migration, FAM/BHQ fluorescence; inhibition, % at 10.4 µM;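 active = mean normalized replicate activity at least 40 and at least half of replicates scoring 40 or more; inconclusive = only one of the two criteria met; inactive = mean below 40 and under half of replicates reaching 40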;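 also: 0% = median of neutral control wells and 100% = median of positive control wells; inhibitors cause a drop in the FAM fluorescence signal; in these data hits start at about 50%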
Cneo AK release = causes C. neoformans cell lysis. adenylate kinase release luminescence, 4 h; normalised: neutral wells 0, clomiphene wells 100. lysis activity, % at 15 µM. actives 0.2% (n = 360,000);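 active = mean lysis activity across replicates of at least 80%, whatever share of replicates individually reach that level; inactive = mean lysis activity below 80%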
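Test system: log-phase Cryptococcus neoformans yeast cells. Input: 5 × 10^6 yeast cells/mL. Medium: fresh YPD growth medium. Doses: single dose. Incubation: static 4 h at 37 °C with compound, 1 h detection. Measured by: luminescent adenylate kinase detection reagent. Read-out: signal increase indicating cell lysis. Benchmarks: Clomiphene.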
E-sel inducer = E-selectin induction on HUVECs; P16581; HUVEC E-selectin immunofluorescence imaging; normalized: neutral wells 0, TNF-alpha wells 100; activation, % at 7.58 µM; actives 0.37% (n = 260,000); AID 686992;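 active = mean E-selectin-positive cell signal at least 10% of the positive control, reached in at least 60% of replicates, without over 20% cell loss; inconclusive = no rule given, readout overlaps actives, possibly toxicity-flagged; inactive = the rest, including those meeting only one limit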;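 also: in these data hits start at about 27%; measured in HUVEC primary endothelial cells; signal is the percent of cells scored E-selectin positive by PE staining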
Target sequence (P16581 whole entry, looked up): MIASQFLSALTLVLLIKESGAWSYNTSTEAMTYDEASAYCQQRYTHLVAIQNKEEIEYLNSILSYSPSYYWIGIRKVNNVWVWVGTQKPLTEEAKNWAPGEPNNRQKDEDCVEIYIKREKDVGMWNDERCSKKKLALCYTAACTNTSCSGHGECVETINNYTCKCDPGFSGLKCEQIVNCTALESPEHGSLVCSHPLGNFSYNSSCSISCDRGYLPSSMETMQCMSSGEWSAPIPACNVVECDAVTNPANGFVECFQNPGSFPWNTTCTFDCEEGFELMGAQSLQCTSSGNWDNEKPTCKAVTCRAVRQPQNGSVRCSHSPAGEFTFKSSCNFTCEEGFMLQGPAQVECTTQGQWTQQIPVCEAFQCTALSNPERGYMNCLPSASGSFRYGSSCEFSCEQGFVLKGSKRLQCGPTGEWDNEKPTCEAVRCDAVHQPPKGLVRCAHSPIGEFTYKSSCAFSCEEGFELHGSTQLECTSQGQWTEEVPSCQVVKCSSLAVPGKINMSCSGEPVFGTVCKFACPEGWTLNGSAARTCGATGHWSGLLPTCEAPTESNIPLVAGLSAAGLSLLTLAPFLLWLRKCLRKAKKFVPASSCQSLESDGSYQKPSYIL
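Read-out basis: % PE-positive cells; Test system: HUVEC primary endothelial cells; Technique: immunofluorescence imaging; Dosing: single-point compound dose.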
RAD52 anneal inh = RAD52 (human) annealing inhibition; P43351; recombinant RAD52 DNA annealing, FRET fluorescence; inhibition, % at 18.7 µM; actives 0.46% (n = 360,000);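 active = every replicate showing at least 50% inhibition; inconclusive = mean inhibition at least 50% but not in every replicate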
Target sequence (P43351 whole entry, looked up): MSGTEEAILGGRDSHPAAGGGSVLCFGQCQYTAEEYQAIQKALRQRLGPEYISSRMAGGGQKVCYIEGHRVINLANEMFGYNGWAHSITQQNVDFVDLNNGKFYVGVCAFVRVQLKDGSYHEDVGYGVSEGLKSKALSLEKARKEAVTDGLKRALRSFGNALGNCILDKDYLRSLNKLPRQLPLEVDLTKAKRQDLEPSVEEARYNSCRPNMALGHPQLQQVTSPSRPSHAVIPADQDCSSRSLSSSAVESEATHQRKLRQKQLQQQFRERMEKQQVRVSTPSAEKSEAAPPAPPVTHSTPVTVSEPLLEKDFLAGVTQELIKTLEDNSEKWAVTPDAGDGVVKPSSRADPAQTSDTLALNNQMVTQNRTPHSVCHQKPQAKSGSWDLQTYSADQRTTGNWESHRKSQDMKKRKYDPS
PGC1a acetyl inh = PGC1a acetylation modulation, inhibitor mode | U2OS PGC1a acetylation, AlphaScreen anti-acetyl-lysine; with virally co-expressed GCN5 acetyltransferase | inhibition, % at 15.6 µM | actives 0.17% (n = 350,000) | AID 651687;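 active = every replicate shows inhibition of at least 40%; inconclusive = mean inhibition at least 40% but some replicate below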;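 also: 0% = neutral control wells and 100% = positive control wells; some results beyond the cut were filed as inactive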
ERAP1 inh = ERAP1 (human) enzyme inhibition. actives 0.15% (n = 340,000). recombinant ERAP1, Leu-AMC fluorescence, 60 min. AID 652197. Q9NZ08. inhibition, % at 10.7 µM;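 active = mean replicate inhibition of at least 30%, or all replicates individually reaching that 30% level; inactive = mean below 30% and not every replicate reaching it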;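 also: 0% = neutral control wells and 100% = L-leucinethiol positive control wells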
Starred values were filed as active, the others as inactive; u = inconclusive; x = not tested or not shown; & = joins results of further samples; [ ] = remark or other dose.

SMILES	PglD inh	miR122 inh	RAD54 branch	Cneo AK release	E-sel inducer	RAD52 anneal inh	PGC1a acetyl inh	ERAP1 inh
O=S(=O)(NCCOC12CC3CC(CC(C3)C1)C2)c1cccc2nsnc12	2	-3	-6	2	x	x	-13	x
Cc1cc(C)c(C)c(S(=O)(=O)N2CCN(C(=O)c3ccc4c(=O)n5c(nc4c3)CCC5)CC2)c1C	4	-3	-2	1	0.3	-21	x	-1
CCCCN(CCCC)CCNC(=O)CN1C(=O)CSc2ccc(S(=O)(=O)N3CCCCC3)cc21	-19	-8	0	1	x	-7	5	-5
CN1CCN(c2ccc(C(=O)c3ccc(F)cc3)cc2)CC1	-7	4	2	-1	x	x	-11	x
Cn1cc(C(=O)C(=O)N2CCCc3ccccc32)c2ccccc21	4	x	1	0	6.2	-30	-6	3
CC(C)OCCCN(C)C1CCN(S(=O)(=O)c2ccc(-c3ccc(=O)[nH]n3)s2)CC1	3	-1	5	16	x	-10	-19	-1
N#Cc1ccccc1OCCn1cncn1	-5	x	-12	1	x	-14	x	-4
COc1ccc(C2/C(=C(\O)c3ccc(OC)c(Cl)c3)C(=O)C(=O)N2CCN(C)C)cc1 (stereo not drawn)	0	-9	10	1	x	x	2	x
C[C@@H]1CN([C@H](C)CO)C(=O)Cc2cc(NC(=O)Cc3cn(C)c4ccccc34)ccc2O[C@@H]1CN(C)S(=O)(=O)c1cccs1	-2	-6[16.7 µM]	-1	1	-0.1	-21	0	-1
COC(=O)c1ccc(C(=O)N2CCCC(Nc3ccc(C(C)C)cc3)C2)cc1 (stereo not drawn)	2	6	-7	7	x	-11	-10	3
C=CCn1c(SCC(C)=O)nc2scc(-c3ccc(C)o3)c2c1=O	17	0	0	0	x	-14	9	-1
O=S(=O)(c1ccc(Cl)nc1)N1CCC(Cc2ccccc2)CC1	3	x	-5	1	x	-8	x	-2
C[C@@H]1NC(=O)[C@H](CCC(N)=O)NC(=O)c2cc([N+](=O)[O-])cc(I)c2NCCC[C@@H](C(N)=O)NC1=O	-2	x	-5	-4	-0.1	-5	x	4
CCCCN(C(=O)c1ccc(Cl)c([N+](=O)[O-])c1)c1c(N)n(CCC)c(=O)[nH]c1=O	-8	-6	9	-1	1.2	-9	x	-6
COCCN1C(=O)c2ccc(C(=O)Nc3nccs3)cc2C1=O	1	-1	-8	5	x	x	-6	x
CCS(=O)(=O)/N=C(\N)c1ccccc1	2	0	3	0	x	-10	-6	13
Cc1ccc(NC(=O)CN(C)C(=O)c2ccc(Cl)c([N+](=O)[O-])c2)cc1	x	3	x	x	-1.7	-3	x	1
C=CCn1c(SCC(=O)Nc2ccc(C(=O)OCC)cc2)nnc1-c1cccs1	2	2	6	0	x	x	-5	x
CCN(CC)CC#CC(O)(c1ccccc1)c1ccccc1	x	x	x	x	-0.1	-9	-3	1
CC(C)N(Cc1ccccc1)C(=O)COC(=O)c1ccc(O)cc1	x	x	x	x	-0.1	3	3	0
COc1ccc(NC(=O)N(C)C[C@@H]2OCCCC[C@@H](C)Oc3ccc(NC(=O)c4ccncc4)cc3C(=O)N([C@H](C)CO)C[C@@H]2C)cc1	4	11[16.7 µM]	-4	-1	-0.4	x	-3	x
COc1ccc(S(=O)(=O)c2cnc3ccc(OC)cc3c2N2CCC3(CC2)OCCO3)cc1	-6	-15	6	-1	x	-4	-6	-1
C[C@@H]1CN([C@@H](C)CO)C(=O)c2cc(NS(=O)(=O)c3cccs3)ccc2O[C@@H](C)CCCCO[C@@H]1CN(C)C(=O)c1ccncc1	-249	7[16.7 µM]	19	-1	1.5	-9	14	4
C/C(N)=C(/C#N)C(=O)CSc1nnc(Nc2cccc(C)c2C)s1	-12&2	11	4&-5	-1&2	-0.1	-9	-6&-8	-1
CNC[C@H]1Oc2ccc(NC(=O)CCC(F)(F)F)cc2C(=O)N([C@H](C)CO)C[C@@H]1C	0	-5[16.7 µM]	7	1	-0.1	15	8	1
O=C(N[C@@H](Cc1ccc(Br)cc1)C(=O)O)OCC1c2ccccc2-c2ccccc21	-1	4	14	1	0.2	-9	-10	2
CC(=O)Nc1cccc(-c2ccnc3c2CC(C(=O)NCc2cccc(Cl)c2)O3)c1 (stereo not drawn)	-5	4	1	2	x	-19	x	-3
COc1ccc(-c2ccc([C@H]3[C@@H](CO)N4C(=O)CNC[C@H]34)cc2)cc1	x	x	x	x	-0.1	-4	2	2
Cc1cc(C)c(C)c(OCCNCc2ccccc2)c1	-3	4	2	4	x	0	3	4
COc1ccc(CNc2nc3ccccc3n2Cc2ccc(C)cc2)cc1OC	4	-7	7	2	2.1	x	-4	x

The closing 4 records of the section before come first, to join the parts.
SMILES	PglD inh	miR122 inh	RAD54 branch	Cneo AK release	E-sel inducer	RAD52 anneal inh	PGC1a acetyl inh	ERAP1 inh
CC(=O)Nc1cccc(-c2ccnc3c2CC(C(=O)NCc2cccc(Cl)c2)O3)c1 (stereo not drawn)	-5	4	1	2	x	-19	x	-3
COc1ccc(-c2ccc([C@H]3[C@@H](CO)N4C(=O)CNC[C@H]34)cc2)cc1	x	x	x	x	-0.1	-4	2	2
Cc1cc(C)c(C)c(OCCNCc2ccccc2)c1	-3	4	2	4	x	0	3	4
COc1ccc(CNc2nc3ccccc3n2Cc2ccc(C)cc2)cc1OC	4	-7	7	2	2.1	x	-4	x
Cn1c(=O)c2c(ncn2CC(=O)O)n(C)c1=O	5	1	8	0	-0.3	2	u	1
CCOc1ccc(C2(C)CC(=O)N(C)C2=O)cc1 (stereo not drawn)	3	3	-2	-2	x	-15	6	2
O=C(NC(=S)Nc1ccc2[nH]c(=O)[nH]c2c1)c1ccccc1[N+](=O)[O-]	-5	-4	0	-1	-0.1	-3	4	-1
COCCCNc1nc2c(-c3cccc(C(F)(F)F)c3)nnn2c2ccccc12	5	-6	-7	2	0.1	-15	-14	5
O=C(c1ccccc1)c1ccc(N2CCN(C(=O)c3cccc(F)c3F)CC2)c(F)c1	4	8	-11	0	-0.2	-2	-2	-3
Cn1c2ccccc2c2ncn(Cc3ccco3)c(=O)c21	1	2	16	-4	0.6	x	-10	x
COc1ccccc1N1CCN(C2CC(=O)N(c3cccc(Br)c3)C2=O)CC1 (stereo not drawn)	1	x	-1	-2	3.4	10	x	3
COC(=O)c1ccc(Cn2cnc3c(cnn3-c3ccc(Cl)cc3)c2=O)o1	5	x	-6	-1	x	-10	x	-1
Oc1ccc(C[C@H]2CNCCN2CCc2cc(C(F)(F)F)cc(C(F)(F)F)c2)cc1	2	x	3	2	-0.1	6	x	-1
COc1ccc(N2CC(C(=O)Nc3cc(C)on3)CC2=O)cc1 (stereo not drawn)	-2	-3	2	1	x	-6	11	-2
C[C@@H]1CN([C@H](C)CO)C(=O)c2cccc(NC(=O)c3nc4ccccc4s3)c2O[C@@H]1CN(C)C(=O)NC1CCCCC1	0	5[16.7 µM]	1	0	-1.4	34	2	-3
CCN(Cc1nc2cc(Cl)ccc2c(=O)[nH]1)C(=O)c1nn(C)c(=O)c2ccccc12	1	4	10	-1	x	-29	5	63*
CC(C)C(=O)Nc1ccc2c(c1)C(=O)N(C)[C@H]1CC[C@@H](CC(=O)N[C@@H](C)c3ccccc3)O[C@@H]1CO2	3	33[16.7 µM]	-3	0	0.0	x	-1	x
Oc1ccc(/C=N/N2CCN(c3ccccn3)CC2)cc1	-5	-4	-27	-1	2.9	-10	-11	0
O=C(Nc1ccc(S(=O)(=O)NC2CCCCC2)cc1)c1ccc(Br)o1	5	128*	-2	2	x	-15	-1	-2
C[C@H](CO)N1C[C@H](C)[C@H](CN(C)C(=O)Nc2ccc(F)cc2)Oc2c(NS(=O)(=O)c3ccc(Cl)cc3)cccc2C1=O	-2	-5[16.7 µM]	-2	-3	0.0	-1	0	-3
O=C(C1CC1)N1CCc2cc(S(=O)(=O)NCCCN3CCCCC3)ccc21	-3	1	-3	1	x	-18	-4	1
CN(C)C(=O)CSc1nnc2sc3ccccc3n12	-4	2	-3	5	x	x	12	x
C[C@@H]1CN([C@H](C)CO)C(=O)c2cc(C#C[C@@H](C)O)cnc2O[C@H]1CN(C)CC1CCOCC1	-6	-1[16.7 µM]	4	4	0.0	2	15	-4
N/C(CN1CCCC1=O)=N\OC(=O)c1ccc(Cl)cc1	-8	-4	-2	0	x	x	2	x
CCN(CC)CCNC(=O)c1ccc(Sc2ccc(Cl)cc2)c(NC(C)=O)c1	x	3	x	x	-0.1	-6	-30	-2
O=C(c1ccc2c(c1)OCO2)N1C[C@H]2[C@@H](c3ccccc31)[C@H](CO)N2Cc1ccc2c(c1)OCO2	-8	20[16.7 µM]	-8	1	0.0	-12	-20	3
CS(=O)(=O)N1CC2(C1)[C@@H](c1ccccc1)[C@@H](CO)N2CC1CC1	x	x	x	x	0.1	-2	4	4
O=C(Cc1ccc([N+](=O)[O-])cc1)c1c(O)cc(O)cc1O	-3	-4	-1	2	0.4	0	3	0
COc1ccc(C2=NN(C(=O)CCC(=O)O)C(c3ccc(OC)cc3)C2)cc1 (stereo not drawn)	1	-6	1	-1	x	-18	-4	-4
Cc1ccc(Cc2cnc(NC(=O)/C(C#N)=C/c3ccc(-c4cccc([N+](=O)[O-])c4)o3)s2)cc1	3	-2	1	1	x	x	11	x
CCOc1ccc(C(c2nnnn2Cc2ccccc2)N2CCN(C(=O)c3ccco3)CC2)cc1 (stereo not drawn)	0	4	-6	-1	x	x	10	x
CC(C)C[C@H](NC(=O)c1[nH]cnc1C(=O)Nc1ccccc1)C(=O)OC(C)(C)C	8	1	-19	2	0.0	6	x	5
CCCCNCCS(=O)(=O)NCc1ccccc1OC	1	3	-12	-4	-0.2	-12	x	-1
Cc1ccc(C(=O)ONc2ccc(N=O)cc2)cc1	7	-9	-4	-4	x	x	0	x
CO[C@@H]1CN(C)C(=O)c2cc(NC(=O)c3cnccn3)ccc2OC[C@@H](C)N(CCc2ccccc2)C[C@H]1C	1	x	6	4	-0.3	-23	2	0
COc1ccc(O)c(/C=N/N=C/c2cccc([N+](=O)[O-])c2)c1	3	0	-1	-6	x	-8	18	-1
COC(=O)c1ccc(C(=O)OC)c(NC(=S)N2CCN(c3ccccn3)CC2)c1	-3	-4	2	0	x	-21	-9	5
C[C@@H]1CCCCO[C@H](CN(C)C(=O)C2CCCCC2)[C@@H](C)CN([C@@H](C)CO)C(=O)c2cc(NC(=O)C3CCCCC3)ccc2O1	0	2[16.7 µM]	-5	1	0.2	10	0	3
Cc1ccc(C(C)NC(=O)/C(C#N)=C\c2c(C)[nH]c3ccccc23)cc1 (stereo not drawn)	-4	2	-10	3	x	x	-3	x
CO[C@H](CN(C)S(=O)(=O)c1ccc(C)cc1)[C@H](C)CN(Cc1ccccc1Cl)[C@@H](C)CO	-1	x	-2	-2	-0.1	5	-12	-1
COc1ccc(/C=C/C(=O)c2ccccc2O)cc1	-3	-9	-7	-12	x	x	x	x
COC(=O)/C(C#N)=C/c1cc(C)sc1C	7	-7	-6	0	0.0	-13	-2	3
CC(=O)Nc1cccc(C(=O)N/N=C/c2c[nH]c3ccccc23)c1	-7	13	5	0	0.0	-5	8	3
N=c1sccn1CC(=O)Nc1cccc(S(=O)(=O)N2CCCCCC2)c1	0	12	-2	0	0.5	-11	x	1
c1ccc(OCCOc2ncnc3ccccc23)cc1	-4	-1	-9	1	x	x	-5	x
